LMP1 NFkB inh = Epstein-Barr LMP1 NF-kappaB reporter inhibition; LMP1-induced NF-kappaB luciferase reporter cells, luminescence; inhibition, % at 12.5 µM; actives 0.69% (n = 350,000); AID 504558; in the data active means inhibition above about 41%;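 further: 0% = neutral control wells and 100% = reference inhibitor control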
C8 TRAIL sens = caspase-8 TRAIL sensitization. AID 624354. actives 1% (n = 360,000). NB7+C8 cells + TRAIL, ATPlite viability luminescence. inhibition (viability loss, TRAIL sensitization), % at 10 µM;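 active means compounds causing at least 50% loss of cell viability in the single-dose screen, relative to plate controls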
TWEAK-Fn14 inh = blocks TWEAK-Fn14 interaction in a reporter cell assay | AID 1159606 | actives 2% (n = 360,000) | inhibition, % at 10 µM | TWEAK-stimulated Fn14 reporter cells, luciferase luminescence, 8 h; in the data active means inhibition above about 50%
NR5A2 inv ag = NR5A2 inverse agonism in reporter assay | O00482 | HEK293T StAR-luciferase reporter, LRH-1 transfected, 24 h | inhibition, % at 3.6 µM | actives 0.13% (n = 360,000) | AID 602396;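 active means inhibition above the mean inhibition of all tested compounds plus 3 SD, cut at about 73% in these data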;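 further: 0% = DMSO wells and 100% = reporter-only cells lacking LRH-1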
Shn3 3UTR inh = Schnurri-3 reporter inhibition in Clone20 osteoblasts; actives 0.52% (n = 360,000); inhibition, % at 12.5 µM; Clone20 osteoblast Shn3 3'UTR firefly luciferase, 24 h;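 active means mean inhibition of at least 75% with every replicate also reaching 75%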;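 further: 0% = median of neutral control wells and 100% = pilot-screen positive control compound; some compounds past the cut are filed as inactive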
NR2F2 inh = NR2F2 (human) inhibition, primary screen. actives 0.7% (n = 370,000). HEK293T NGFI-A luciferase reporter, luminescence. P24468. AID 686940. inhibition, % at 8.6 µM;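 active means inhibition above a per-plate cutoff, mean inhibition of test wells between control levels plus 3 SD, cut at about 38% in these data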;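 further: cells cotransfected with COUP-TFII expression vector driving the NGFI-A reporter; 0% = median of COUP-TF2 test wells and 100% = reporter-only cells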
KKLEB tox = reduces viability of KKLEB cystic fibrosis airway cells. KKLEB CF airway cells viability, ATPlite luminescence, overnight; hits give low values; cells stimulated with P. aeruginosa culture filtrate. actives 0.36% (n = 360,000). activity change (cytotoxicity), % at 5 µM;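 active means corrected activity change at or below -50% at 5 µM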
SRC1 inh = inhibits human SRC1 coactivator | Q15788 | HEK293 GAL4-SRC1 luciferase reporter, luminescence | inhibition, % at 3.6 µM | actives 0.12% (n = 360,000) | AID 588354;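 active means inhibition above the campaign mean plus 3 SD, with each screening campaign given its own cutoff, cut at about 60% in these data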;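 further: 0% = DMSO treated cells and 100% = gossypol at 36 µM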
Target sequence (Q15788 whole entry, looked up, the tested form may be a part): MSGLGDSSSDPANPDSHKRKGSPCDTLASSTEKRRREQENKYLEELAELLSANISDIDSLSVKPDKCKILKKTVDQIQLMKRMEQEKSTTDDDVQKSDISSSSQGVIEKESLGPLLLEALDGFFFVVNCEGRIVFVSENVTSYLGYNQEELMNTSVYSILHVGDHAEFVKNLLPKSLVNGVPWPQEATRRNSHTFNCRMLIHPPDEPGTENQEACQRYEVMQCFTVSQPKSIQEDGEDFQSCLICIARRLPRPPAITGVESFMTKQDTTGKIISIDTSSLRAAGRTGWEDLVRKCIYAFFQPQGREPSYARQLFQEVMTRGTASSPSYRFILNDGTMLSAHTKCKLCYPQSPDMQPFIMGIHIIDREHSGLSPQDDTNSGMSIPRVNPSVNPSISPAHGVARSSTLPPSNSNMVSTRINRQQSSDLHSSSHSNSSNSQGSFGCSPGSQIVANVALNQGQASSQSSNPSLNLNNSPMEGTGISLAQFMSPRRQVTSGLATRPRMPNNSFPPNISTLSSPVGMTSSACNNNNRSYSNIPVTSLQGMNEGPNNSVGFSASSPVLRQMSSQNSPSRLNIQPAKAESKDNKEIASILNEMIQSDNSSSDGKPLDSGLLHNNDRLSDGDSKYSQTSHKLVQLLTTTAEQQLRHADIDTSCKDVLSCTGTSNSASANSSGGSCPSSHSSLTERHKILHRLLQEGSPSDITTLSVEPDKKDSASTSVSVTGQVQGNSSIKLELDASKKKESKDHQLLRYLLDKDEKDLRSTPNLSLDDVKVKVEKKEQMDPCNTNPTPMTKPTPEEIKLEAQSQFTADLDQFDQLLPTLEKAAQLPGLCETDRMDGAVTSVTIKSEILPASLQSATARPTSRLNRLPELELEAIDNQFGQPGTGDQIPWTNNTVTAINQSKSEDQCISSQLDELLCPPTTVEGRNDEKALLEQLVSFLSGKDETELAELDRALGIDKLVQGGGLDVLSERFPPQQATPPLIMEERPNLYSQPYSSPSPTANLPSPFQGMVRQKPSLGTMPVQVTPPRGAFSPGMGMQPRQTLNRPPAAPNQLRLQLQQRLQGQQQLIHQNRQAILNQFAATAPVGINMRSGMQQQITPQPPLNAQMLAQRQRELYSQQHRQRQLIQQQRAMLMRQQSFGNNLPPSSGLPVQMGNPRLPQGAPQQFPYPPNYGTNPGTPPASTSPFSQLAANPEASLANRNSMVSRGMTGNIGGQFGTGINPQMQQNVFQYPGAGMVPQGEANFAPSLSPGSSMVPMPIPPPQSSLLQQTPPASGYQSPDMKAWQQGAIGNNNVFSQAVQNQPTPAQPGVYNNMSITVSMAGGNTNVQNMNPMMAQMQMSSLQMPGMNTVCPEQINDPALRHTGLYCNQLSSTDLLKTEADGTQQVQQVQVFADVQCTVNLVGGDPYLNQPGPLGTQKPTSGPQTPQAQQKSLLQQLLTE
NCOA3 inh = inhibits human SRC3 coactivator; actives 0.17% (n = 360,000); AID 588352; inhibition, % at 3.6 µM; HEK293 GAL4-SRC3 luciferase reporter, luminescence;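 active means inhibition above a per-campaign cutoff, the mean of all compounds plus 3 SD, cut at about 60% in these data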;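 further: 0% = DMSO-treated cells and 100% = gossypol-treated cells at 36 µM; higher means less SRC3-driven luciferase light from the GAL4 reporter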
CF NFkB block = blocks PAF-induced NF-kB reporter in cystic fibrosis cells; actives 0.86% (n = 360,000); KKLEB NF-kB-GFP reporter, GFP fluorescence overnight; inhibition, % at 5 µM;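 active means at least 50% inhibition at 5 µM, scaled per plate between neutral and stimulator controls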;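 further: PAF is a Pseudomonas aeruginosa culture filtrate used as stimulus; plate controls were PAF-stimulated DMSO wells for no effect and unstimulated DMSO wells for full effect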
TROY signal inh = TROY signaling inhibition | Q293 LMP1-TROYcd NF-kB luciferase reporter, 4 h | inhibition, % at 10 µM | actives 0.98% (n = 360,000) | AID 1347056;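 active means compounds whose plate-normalised and pattern-corrected inhibition of the luciferase reporter signal at the single screening dose is 50% or more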
* hit, by the source's call. An excerpt (hit frequency here may not be typical).

COc1ccc(/C=C/C(=O)NC(C)(C)C)cc1S(=O)(=O)N1CCOCC1 was read as LMP1 NFkB inh -4, C8 TRAIL sens -7, TWEAK-Fn14 inh -2, NR5A2 inv ag 3, Shn3 3UTR inh 3, NR2F2 inh -2, KKLEB tox -10, SRC1 inh -5, NCOA3 inh 18, CF NFkB block 9 and TROY signal inh -4.
For C=CCNC(=O)C(C)N1C(=O)c2ccccc2C1=O (stereo not given) the results were LMP1 NFkB inh 3, C8 TRAIL sens -8, TWEAK-Fn14 inh -28, NR5A2 inv ag 7, Shn3 3UTR inh 17, NR2F2 inh -10, KKLEB tox 0, SRC1 inh 10, NCOA3 inh 18, CF NFkB block 12 and TROY signal inh 6.
Cc1cc(C(=O)N/N=C/c2ccc(-c3cccc(Br)c3)o2)n[nH]1 was read as C8 TRAIL sens 28, TWEAK-Fn14 inh 42, NR5A2 inv ag -5, Shn3 3UTR inh 11, NR2F2 inh -7, KKLEB tox -11, SRC1 inh -24, NCOA3 inh 11, CF NFkB block 4 and TROY signal inh -8.
For O=C(O)CSc1nnc(-c2ccc(Cl)cc2Cl)n1-c1ccc(Cl)cc1 the results were LMP1 NFkB inh -18, C8 TRAIL sens 9, TWEAK-Fn14 inh 9, NR5A2 inv ag -8, Shn3 3UTR inh 7, NR2F2 inh 1, KKLEB tox -6, SRC1 inh 6, NCOA3 inh -44, CF NFkB block -11 and TROY signal inh 20.
Screening Cc1ccc(C)c(NC(=O)CSc2nnc(-c3ccccc3)o2)c1 returned LMP1 NFkB inh -12, C8 TRAIL sens 7, TWEAK-Fn14 inh -13, NR5A2 inv ag 9, Shn3 3UTR inh -10, NR2F2 inh -15, KKLEB tox -9, SRC1 inh -3, NCOA3 inh 8, CF NFkB block -6 and TROY signal inh 2.
Screening CCOc1nc(NCCN2CCOCC2)nc(Nc2ccc([N+](=O)[O-])cc2)n1 returned LMP1 NFkB inh 1, C8 TRAIL sens -1, TWEAK-Fn14 inh 15, NR5A2 inv ag 27, Shn3 3UTR inh -1, NR2F2 inh 2, KKLEB tox -3, SRC1 inh 4, NCOA3 inh 9, CF NFkB block -12 and TROY signal inh 2.
Screening COCCN(C(=O)COC(=O)CSc1cc(C)ccc1C)c1c(N)n(Cc2ccccc2)c(=O)[nH]c1=O returned LMP1 NFkB inh -5, C8 TRAIL sens -15, TWEAK-Fn14 inh 5, NR5A2 inv ag -7, Shn3 3UTR inh -32, NR2F2 inh -22, KKLEB tox -2, SRC1 inh 11, NCOA3 inh -3, CF NFkB block -26 and TROY signal inh -2.
`CCO[C@H]1OC(C(=O)N2CCN(C)CC2)=C[C@@H](c2coc3ccccc3c2=O)[C@@H]1CCCO` gave LMP1 NFkB inh 26, C8 TRAIL sens -6, TWEAK-Fn14 inh -1, NR5A2 inv ag 2, Shn3 3UTR inh -15, NR2F2 inh -15, KKLEB tox 5, SRC1 inh -8, NCOA3 inh 0, CF NFkB block -1 and TROY signal inh -4.
`CN1C(=O)/C(=C/c2cccc(Cl)c2)Sc2ccc(C(=O)NCc3cccnc3)cc21` gave LMP1 NFkB inh -1, C8 TRAIL sens -4, TWEAK-Fn14 inh 7, NR5A2 inv ag 4, NR2F2 inh 13, KKLEB tox -6, SRC1 inh 7, NCOA3 inh 8, CF NFkB block 15 and TROY signal inh 14.
`O=C(CSc1n[nH]c(-c2cccs2)n1)N1CCOCC1` gave LMP1 NFkB inh -3, C8 TRAIL sens -14, TWEAK-Fn14 inh -8, NR5A2 inv ag -38, Shn3 3UTR inh 3, NR2F2 inh 8, KKLEB tox 3, SRC1 inh 6, NCOA3 inh -16, CF NFkB block -43 and TROY signal inh -25.
Screening CCOC(=O)C1=NNC(=O)C1 returned LMP1 NFkB inh -1, C8 TRAIL sens -6, TWEAK-Fn14 inh 9, NR5A2 inv ag -25, Shn3 3UTR inh 7, NR2F2 inh -10, KKLEB tox -22, SRC1 inh 12, NCOA3 inh 4, CF NFkB block 15 and TROY signal inh 7.
For CC(NS(=O)(=O)c1ccc(Br)cc1)C(c1cccs1)N1CCOCC1 (stereo not given) the results were LMP1 NFkB inh -25, C8 TRAIL sens -7, TWEAK-Fn14 inh 4, NR5A2 inv ag 4, Shn3 3UTR inh 0, NR2F2 inh 7, KKLEB tox 5, SRC1 inh 4, NCOA3 inh 3, CF NFkB block -4 and TROY signal inh 4.
Screening CCCCC(CC)C(=O)Nc1ccc(S(=O)(=O)Nc2nccs2)cc1 (stereo not given) returned LMP1 NFkB inh 6, C8 TRAIL sens -5, TWEAK-Fn14 inh 4, NR5A2 inv ag -14, Shn3 3UTR inh 7, NR2F2 inh 1, KKLEB tox 1, SRC1 inh -39, NCOA3 inh -2, CF NFkB block -4 and TROY signal inh 12.
Cc1nnc(SCc2nc3ccccc3nc2C)s1 was read as LMP1 NFkB inh -2, C8 TRAIL sens -7, TWEAK-Fn14 inh -15, NR5A2 inv ag -11, Shn3 3UTR inh 2, NR2F2 inh -6, KKLEB tox -3, SRC1 inh -7, NCOA3 inh -14, CF NFkB block -3 and TROY signal inh 4.
Brc1ccc(-c2nc(-c3ccccc3)no2)o1 was read as LMP1 NFkB inh -11, C8 TRAIL sens 11, TWEAK-Fn14 inh 2, NR5A2 inv ag -100, Shn3 3UTR inh -63, NR2F2 inh -35, KKLEB tox 3, SRC1 inh -95, NCOA3 inh -75, CF NFkB block -6 and TROY signal inh -30.
Screening O=C(Nc1ccccc1Oc1cccnc1)C1CCCN(C/C=C/c2ccc(F)cc2)C1 (stereo not given) returned LMP1 NFkB inh 6, C8 TRAIL sens -3, TWEAK-Fn14 inh 2, NR5A2 inv ag -24, Shn3 3UTR inh 23, NR2F2 inh 0, KKLEB tox 1, SRC1 inh -16, NCOA3 inh -16, CF NFkB block -2 and TROY signal inh -3.
Screening COc1ccc(Br)cc1/C=C\C(=O)NCc1cccnc1 returned LMP1 NFkB inh 4, C8 TRAIL sens 2, TWEAK-Fn14 inh -1, NR5A2 inv ag 20, Shn3 3UTR inh 3, NR2F2 inh 11, KKLEB tox -10, SRC1 inh 4, NCOA3 inh 5, CF NFkB block 0 and TROY signal inh -9.
For Cc1ccc(CNC(=O)C2CCC(=O)N2Cc2ccc(C)cc2)cc1 (stereo not given) the results were LMP1 NFkB inh -3, C8 TRAIL sens -19, TWEAK-Fn14 inh -1, NR5A2 inv ag 7, Shn3 3UTR inh 6, NR2F2 inh 3, KKLEB tox -4, SRC1 inh -24, NCOA3 inh -20, CF NFkB block 3 and TROY signal inh -15.
Screening CN(C)/C=C1\C(=O)N(C)N=C1C(F)(F)F returned LMP1 NFkB inh 5, C8 TRAIL sens -5, TWEAK-Fn14 inh 8, NR5A2 inv ag -2, Shn3 3UTR inh 0, NR2F2 inh -1, KKLEB tox 4, SRC1 inh -3, NCOA3 inh -6, CF NFkB block 5 and TROY signal inh 11.
CCN(CC)C(=O)C1CCCN(Cc2ccc(N(C)C)cc2)C1 (stereo not given) was read as LMP1 NFkB inh -17, C8 TRAIL sens -22, TWEAK-Fn14 inh -10, NR5A2 inv ag 12, Shn3 3UTR inh -12, NR2F2 inh -6, KKLEB tox 4, SRC1 inh 4, NCOA3 inh 6, CF NFkB block 14 and TROY signal inh 12.
Screening CSc1ccc(S(=O)(=O)NCC(=O)OCC(=O)NC2(C#N)CCCCC2)cc1[N+](=O)[O-] returned LMP1 NFkB inh 1, C8 TRAIL sens -2, TWEAK-Fn14 inh 5, NR5A2 inv ag -14, Shn3 3UTR inh 13, NR2F2 inh -4, KKLEB tox -4, SRC1 inh -11, NCOA3 inh 1, CF NFkB block 3 and TROY signal inh 0.
O=C(NC1CCCCCCC1)C1c2ccccc2C(=O)N1Cc1cccs1 (stereo not given) was read as LMP1 NFkB inh 1, C8 TRAIL sens 0, TWEAK-Fn14 inh 4, NR5A2 inv ag 5, Shn3 3UTR inh 16, NR2F2 inh 3, KKLEB tox 0, SRC1 inh 26, NCOA3 inh 33, CF NFkB block 2 and TROY signal inh -19.
For Cc1ccccc1N1CCN(C2CCCN(C(=O)c3csc(C(C)C)n3)C2)CC1 (stereo not given) the results were LMP1 NFkB inh 1, C8 TRAIL sens 13, TWEAK-Fn14 inh 0, NR5A2 inv ag 15, Shn3 3UTR inh 26, NR2F2 inh 24, KKLEB tox -26, SRC1 inh 6, NCOA3 inh -6, CF NFkB block 17 and TROY signal inh -4.
For CCCn1c2ccc(F)cc2c2nnc(NN)nc21 the results were LMP1 NFkB inh -2, C8 TRAIL sens -4, TWEAK-Fn14 inh -6, NR5A2 inv ag 5, Shn3 3UTR inh 15, NR2F2 inh -20, KKLEB tox 15, SRC1 inh 4, NCOA3 inh 12, CF NFkB block -15 and TROY signal inh 8.
`CN1C(=O)/C(=C\c2ccccc2F)Sc2ccc(C(=O)NC3CCN(Cc4ccccc4)CC3)cc21` gave LMP1 NFkB inh 12, C8 TRAIL sens 22, TWEAK-Fn14 inh 43, NR5A2 inv ag 29, Shn3 3UTR inh 62, NR2F2 inh 41*, KKLEB tox -18, SRC1 inh 10, NCOA3 inh 19, CF NFkB block 27 and TROY signal inh 26.
Screening Cc1cc(NC(=O)CSc2nnc(NCc3ccco3)s2)no1 returned LMP1 NFkB inh 5, C8 TRAIL sens 1, TWEAK-Fn14 inh 17, NR5A2 inv ag 20, Shn3 3UTR inh -4, NR2F2 inh 3, KKLEB tox 4, SRC1 inh 0, NCOA3 inh 4, CF NFkB block 26 and TROY signal inh -6.
O=C(Oc1ccc(-c2cnc3ccccc3n2)cc1)c1ccc(Br)o1 was read as LMP1 NFkB inh -3, C8 TRAIL sens 8, TWEAK-Fn14 inh 12, NR5A2 inv ag -23, Shn3 3UTR inh -35, NR2F2 inh -7, KKLEB tox 0, SRC1 inh -104, NCOA3 inh -106, CF NFkB block 0 and TROY signal inh -33.
Screening CCN(C(=O)CSc1nnc(-c2ccco2)n1CC)c1c(N)n(Cc2ccccc2)c(=O)[nH]c1=O returned LMP1 NFkB inh 0, C8 TRAIL sens -6, TWEAK-Fn14 inh -6, NR5A2 inv ag 15, Shn3 3UTR inh -3, NR2F2 inh -1, KKLEB tox 12, SRC1 inh 2, NCOA3 inh 12, CF NFkB block 9 and TROY signal inh 5.
COc1cccc(N2CC(=O)N(NC(=O)c3sc4nc(C)cc(C)c4c3N)CC2=O)c1 was read as LMP1 NFkB inh 3, C8 TRAIL sens 5, TWEAK-Fn14 inh 7, NR5A2 inv ag 6, Shn3 3UTR inh 4, NR2F2 inh -3, KKLEB tox -5, SRC1 inh 14, NCOA3 inh 16, CF NFkB block -31 and TROY signal inh 15.

Assay outcomes deposited in PubChem BioAssay by several laboratories.
